Akt phos inh = HTS Assay for Inhibitors of Akt Phophorylation: Primary Screen; hit rate 0.32% among 360,000; Neuro2A IGF-stimulated pAkt S473 HTRF, 20 min; active compounds read low; activity change, % for hits at 50 µM; in the data active means activity change below about -80%; inconclusive means mostly about -51% to -80%; further: on the % scale 0 is the no-effect control and ±100 the full control effect
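Neuro2A cells (4,500/well, DMEM with 0.5% FBS) were treated with compound at a single 50 µM final concentration, stimulated with 6 nM IGF for 20 min at 37 °C, and lysed. Phospho-Akt Ser473 was read by HTRF as 665/615 ratio ×10^4.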
DRD3 antagonist = qHTS of D3 Dopamine Receptor Antagonist: qHTS | D(3) dopamine receptor (Homo sapiens), P35462 | D3R cells, DiscoveRx beta-arrestin luminescence, antagonist mode; active compounds read low | max response, negative = inhibition, % | hit rate 2.5% among 360,000 | AID 652054, 2013; in the data active means max response below about -50%; inconclusive means no clear call, values can overlap the other calls; further: on the % scale 0 is the no-effect control and ±100 the full control effect; mostly tested at two doses, the higher about 12 µM
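Cells expressing the human receptor were seeded at 1500 cells/well, incubated overnight at 37 degrees C in 5% CO2, then exposed to library compounds with dopamine controls for 90 minutes at 37 degrees C before luminescent detection.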
EPAC2 ag = qHTS for Agonist of cAMP-regulated guanine nucleotide exchange factor 4 (EPAC2): primary screen | Rap guanine nucleotide exchange factor 4 (Homo sapiens), Q8WZA2 | EPAC2 activation, biochemical qHTS; response scale: 100% = 6.5 mM cAMP response | Potency, µM (series often up to 154 µM), without a hit: at the top dose activation, hits mostly activators | hit rate 0.079% among 360,000 | AID 720711, 2013; further: potency means the concentration at half of the fitted maximal effect; nearly all actives have a fitted effect of over 50% in size
Target sequence (Q8WZA2 whole entry, looked up): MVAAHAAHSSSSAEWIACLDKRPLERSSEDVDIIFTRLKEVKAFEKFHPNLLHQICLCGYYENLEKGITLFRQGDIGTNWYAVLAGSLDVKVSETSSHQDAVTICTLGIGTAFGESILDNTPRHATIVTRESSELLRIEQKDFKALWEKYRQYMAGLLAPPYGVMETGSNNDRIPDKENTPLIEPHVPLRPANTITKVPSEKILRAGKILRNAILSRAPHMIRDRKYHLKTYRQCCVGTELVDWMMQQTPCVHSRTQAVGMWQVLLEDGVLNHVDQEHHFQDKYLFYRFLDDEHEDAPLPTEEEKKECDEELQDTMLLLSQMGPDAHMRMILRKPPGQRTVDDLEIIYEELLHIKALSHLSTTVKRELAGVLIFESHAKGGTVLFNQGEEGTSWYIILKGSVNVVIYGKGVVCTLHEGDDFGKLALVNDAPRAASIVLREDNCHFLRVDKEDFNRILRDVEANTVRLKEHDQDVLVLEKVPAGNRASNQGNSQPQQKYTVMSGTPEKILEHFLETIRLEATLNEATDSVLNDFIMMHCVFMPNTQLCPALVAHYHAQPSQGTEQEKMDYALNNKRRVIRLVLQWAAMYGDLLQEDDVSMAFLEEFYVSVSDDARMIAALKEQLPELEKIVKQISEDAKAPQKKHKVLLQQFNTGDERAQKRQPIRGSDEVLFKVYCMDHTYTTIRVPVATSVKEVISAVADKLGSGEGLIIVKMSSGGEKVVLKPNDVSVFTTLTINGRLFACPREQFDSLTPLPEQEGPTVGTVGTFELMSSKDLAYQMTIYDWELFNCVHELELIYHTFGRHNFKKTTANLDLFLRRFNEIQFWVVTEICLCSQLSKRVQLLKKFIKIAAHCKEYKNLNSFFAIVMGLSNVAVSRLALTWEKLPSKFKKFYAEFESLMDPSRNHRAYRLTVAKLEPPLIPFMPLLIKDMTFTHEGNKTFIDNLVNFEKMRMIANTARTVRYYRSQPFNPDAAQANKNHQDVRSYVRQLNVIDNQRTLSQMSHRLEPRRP
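Setup: EPAC2 100 nM, labeled Rap1B complex 250 nM, free GDP 50 uM. Compound titrations pinned in, brief spin, 5 min room temperature incubation. Kinetic fluorescence read over 30 min, normalized to 6.5 mM cAMP.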
DRD3 agonist = qHTS of D3 Dopamine Receptor Agonist: qHTS | D(3) dopamine receptor (Homo sapiens), P35462 | D3R DiscoveRx beta-arrestin cells, luminescence, 90 min | max activation, % | hit rate 0.58% among 410,000 | AID 652048, 2013; in the data active means max activation above about 30%; further: 0% is about no effect; mostly tested at two doses, the higher about 12 µM
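Cells at 1500/well, incubated overnight, then treated with pinned compounds (dopamine as control) for 90 min at 37 degrees C. DiscoveRx reagent added for 30 - 60 minutes at room temperature; luminescence read.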
Mm-Cpn inhibitor = Inhibitors of TCP-1 ring complex (TRiC) of Methanococcus maripaludis (MmCpn): qHTS; Chaperonin Mm-Cpn (Methanococcus maripaludis); purified Mm-Cpn ATPase, ADP Transcreener TR-FRET; Potency, µM (highest dose often 76.9 µM), for inactives: at the top dose activity, negative = inhibition, most hits filed as inhibitors; hit rate 0.031% among 330,000; AID 504842, 2011; further: potency means the concentration at half of the fitted maximal effect; on the % scale 0 is the no-effect control and ±100 the full control effect; nearly all actives have a fitted effect of over 80% in size
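TR-FRET (320 nm excitation; 590 and 665 nm emission) reports ADP made from 10 uM ATP by 25 nM enzyme; compounds were preincubated 10 min, reaction run 30 min, both at 37°C.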
PTHR1 agonist = qHTS for PTHR1 Agonists: Primary Screen; Potency, µM (series often up to 115 µM), without a hit: at the top dose activation, hits mostly activators; HEK293 GP2 PTHR1 cells, GloSensor cAMP luminescence, 1 h; hit rate 0.075% among 410,000; further: potency means the concentration at half of the fitted maximal effect; nearly all actives have a fitted effect of over 55% in size; some results filed as inactive show a strong effect at the top dose; inactives centre near -15; many of its hits are not listed in these tables
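HEK-293-derived GP2 cells expressing PTHR1 and a GloSensor cAMP reporter, 3,000/well, plated overnight, given luciferin plus IBMX (each 0.5 mM as added) for 1 h at 37 °C, then compound for 1 h at 37 °C. Luminescence was read after 15 min at room temperature.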
EPAC2 antag = qHTS for Antagonist of cAMP-regulated guanine nucleotide exchange factor 2 (EPAC2): primary screen; Rap guanine nucleotide exchange factor 4 (Homo sapiens), Q8WZA2; EPAC2 GEF exchange of Rap1B-BODIPY-GDP, fluorescence; Potency, µM (highest dose often 114 µM), inactives show at the top dose activity, negative = inhibition, hits mostly inhibitors; hit rate 0.18% among 360,000; AID 720708, 2013; further: potency means the concentration at half of the fitted maximal effect; on the % scale 0 is the no-effect control and ±100 the full control effect; nearly all actives have a fitted effect of over 45% in size; many of its hits are not listed in these tables
CCT modulator = High-Throughput Screening for Modulators of Cytosolic Chaperonin Activity; purified chaperonin ATPase assay, HTRF ADP detection, 30 min; activity change, % (test concentration not listed), hits read low; hit rate 0.3% among 360,000; AID 651819, 2012; in the data active means activity change below about -30%; further: on the % scale 0 is the no-effect control and ±100 the full control effect
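Enzyme 40 or 20 nM (batch-dependent) in Tris pH 7.4/KCl/MgCl2/DTT; cpd 76 uM single point; ATP 10 uM; 30 min 37 °C; Transcreener ADP HTRF detection, 30 min RT; ratio 665/615.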
Numbers without * were called inactive; i = inactive; ? = inconclusive; . = no result given; & = joins results of further samples; [ ] = remark or other dose. Unless noted, the call rests on the fitted dose curve; in most records, active means well fitted curve in the direction sought with a large enough effect; inconclusive means small, poorly fitted or top-dose-only effect, or another doubt; inactive means no such curve, though single readings can be large; an effect the other way counts as inactive or inconclusive. An excerpt; count on the stated rates, not on these rows.

SMILES	Akt phos inh	DRD3 antagonist	EPAC2 ag	DRD3 agonist	Mm-Cpn inhibitor	PTHR1 agonist	EPAC2 antag	CCT modulator
Fc1ccccc1CNCCc1c[nH]c2ccccc12	i	?	-4.8%	-19.0	-22.6%	i	-4.8%	-0.6
CC(C)(C)n1nnnc1C(C1CC1)N1CCC(n2c(=O)[nH]c3ccccc32)CC1 (configuration not stated)	i	35.6	3.1%	5.4	.	-15.2%	8.2%	-0.2
O=C1NC(=O)N(Cc2ccco2)C(=O)/C1=C\c1cccn1CCOc1ccc(Cl)cc1	i	-12.9	4.8%	-15.9	0.8%	-26.4%	-8.0%	-1.8
C=C(C)CC1(CC)C(=O)NC(=S)NC1=O	i	-8.5	12.8%	-1.1	.	-0.2%	3.3%	-2.8
CCn1c(O)c(C=Nc2ccc(N3CCOCC3)c(Br)c2)c(=O)n(CC)c1=S	i	11.6	2.4%	0.8	0.2%	-1.5%[57.5 µM]	-5.3%	-1.5
O=[N+]([O-])c1ccc(N2CCOCC2)c2ccncc12	i	17.4	-2.0%	-1.0	-0.2%	i	-2.8%	2.6
COc1nc2ccccc2c(=O)n1-c1ccc(Cl)cc1	i	21.2	-2.2%	6.8	-2.3%	-34.4%[inhibitor]	-0.6%	-0.4
OC12CCCCC1C(c1ccccc1)NCC2 (configuration not stated)	i	-21.1	4.4%	0.7	-0.8%	-15.2%[57.5 µM]	0.4%	-1.2
Cc1cc(/C=C2\C(=O)NC(=O)N(c3cccc(F)c3)C2=O)c(C)n1-c1cc(C(=O)O)cc(C(=O)O)c1	i	13.2	-0.5%	1.9	0.3%	-36.0%	8.6%	0.9
CC(C)CCOP(N)(=O)Oc1ccccc1 (configuration not stated)	i	4.8	-8.7%	-5.1	3.5%	i	12.2%	-7.8
O=Cc1cn(Cc2ccc(F)cc2Cl)c2ccccc12	i	-16.4	25.8%	12.6	-1.7%	-34.4%[inhibitor]	-17.7%	-5.2
CNS(=O)(=O)c1ccc(N=Cc2c(O)n(-c3ccc(C)cc3)c(=O)[nH]c2=O)cc1	i	-7.3	0.2%	-9.6	2.0%	?	-6.4%	0.5
CCN(CC)CCCN=Cc1c(O)n(-c2cccc(C)c2C)c(=O)[nH]c1=O	i	?	10.2%	-3.4	0.8%	-13.0%	0.2%	-2.3
C/C=C(\C)C(=O)N[C@@H](c1ccccc1)[C@@H](O)C(=O)O[C@H]1C[C@@]2(O)[C@@H](OC(=O)c3ccccc3)C3[C@](C)(C(=O)[C@H](OC(C)=O)C(=C1C)C2(C)C)[C@H](O)C[C@H]1OC[C@@]31OC(C)=O (some centres not stated)	i	-5.8	-2.4%	-34.0	0.0%	-42.6%[inhibitor]	-3.0%	0.1
C=C(C)[C@@]12OC3(c4ccccc4)O[C@@H]1C1[C@@H]4O[C@]4(CO)[C@@H](O)[C@]4(O)C(=O)C(C)=C[C@H]4[C@@]1(O3)[C@H](C)[C@H]2OC(=O)/C=C/C=C/c1ccccc1 (some centres not stated)	i	-61.3*	2.3%	-6.3	.	-82.7%	-6.4%	0.3
Cc1cccc(NC(=O)COC(=O)c2cc(C)n(C3CC3)c2C)c1	i	-6.6	21.8%	-5.4	-10.9%	i	0.4%	0.7
Cc1ccc(-n2c(O)c(/C=C3/C(c4ccccc4)=Nc4ccccc43)c(=O)[nH]c2=O)cc1	i	-2.3	3.2%	-4.2	-1.4%	-35.8%[inhibitor]	-1.0%	0.2
COc1ccc(-n2nc(C(=O)NCC(=O)N3CCC4(CC3)OCCO4)c3ccccc3c2=O)cc1	i	-0.6	3.6%	-2.5	-1.8%	i	5.0%	-4.7
COc1ccc(C#Cc2ccc3c(c2)O[C@H](CN(C)C(C)=O)[C@H](C)CN([C@@H](C)CO)S3(=O)=O)cc1	i	-16.8	25.1%	-12.2	.	-33.0%[inhibitor]	-6.6%	-4.7
NCCCN1CCN(c2ccccc2)CC1	i	-5.2	0.9%	-5.8	-0.3%	i	0.1%	-1.3
CCC(=Nc1ccccc1NC(C)=O)c1c(O)n(C)c(=O)n(C)c1=O	.	7.3	3.5%	5.8	1.7%	i	4.2%	0.5
CC1c2ccccc2-n2nncc2CN1CC1CCCCC1 (configuration not stated)	i	1.7	11.0%	0.0	.	-0.9%	-11.1%	0.8
Cc1c(C)c2ccc(OCC(=O)N3CCC(C(=O)O)(c4ccccc4)CC3)cc2oc1=O	i	-5.3	2.2%	16.7	0.4%	-14.3%	16.6%	-1.5
N#CCCn1cc(C(=O)Nc2ccc([N+](=O)[O-])cc2)c(-c2ccccc2)n1	i	2.3	5.9%	2.1	-1.0%	i	-3.6%	-1.5
CC(C)c1cc(Br)c(NC(=O)Nc2cccnc2)c(Br)c1	i	-3.2	9.5%	0.8	1.2%	-10.7%	1.9%	-0.1

Exported bar-delimited: entries from further up
mol | Akt phos inh | DRD3 antagonist | EPAC2 ag | DRD3 agonist | Mm-Cpn inhibitor | PTHR1 agonist | EPAC2 antag | CCT modulator
OC12CCCCC1C(c1ccccc1)NCC2 (configuration not stated) | i | -21.1 | 4.4% | 0.7 | -0.8% | -15.2%[57.5 µM] | 0.4% | -1.2
Cc1cc(/C=C2\C(=O)NC(=O)N(c3cccc(F)c3)C2=O)c(C)n1-c1cc(C(=O)O)cc(C(=O)O)c1 | i | 13.2 | -0.5% | 1.9 | 0.3% | -36.0% | 8.6% | 0.9
CC(C)CCOP(N)(=O)Oc1ccccc1 (configuration not stated) | i | 4.8 | -8.7% | -5.1 | 3.5% | i | 12.2% | -7.8

Following part.
SMILES	Akt phos inh	DRD3 antagonist	EPAC2 ag	DRD3 agonist	Mm-Cpn inhibitor	PTHR1 agonist	EPAC2 antag	CCT modulator
NCc1cc(=O)[nH]o1	i	11.8	3.1%	2.7	-0.2%	-29.5%	19.0%	0.6
COc1c2c(cc3c1OCO3)CCN(C)C2	i	-25.0	0.2%	19.2&28.2	-2.4%	-15.7%	5.8%	-0.5
COC(=O)C1=C(c2cccc(OCc3ccccc3)c2)C[C@@H]2CC[C@H]1N2C(=O)NCc1ccc(C(F)(F)F)cc1	i	?	2.7%	3.8	3.0%	-7.0%	3.9%	-0.5
CC(=O)OC(C)(C)/C=C/C(=O)[C@](C)(O)C1[C@H](O)C[C@@]2(C)C3CC=C4C(C[C@H](O)C(=O)C4(C)C)[C@]3(C)C(=O)C[C@]12C (some centres not stated)	i	-1.3	1.4%	-22.9	2.2%	-41.6%	6.9%	-2.5
COc1cc2c(cc1OC)[C@@H]1C(=O)c3ccc4c(c3O[C@@H]1CO2)C[C@H](C(C)C)O4	i	42.7	7.1%	3.4	4.1%	-42.9%	-10.4%	-0.5
CC(=NCc1ccco1)c1c(O)n(-c2ccccc2C)c(=O)[nH]c1=O	i	14.8	8.6%	3.5	-3.2%	i	-26.1%	0.8
O=C1C2CCN(CC2)C1Cc1ccc(OCc2ccccc2)cc1 (configuration not stated)	i	10.6	4.3%	4.7	-1.1%	i	14.1%	2.4
COc1ccc(CNC(=O)C(NC(C)=O)C(C)C)cc1OC (configuration not stated)	i	-11.6	-2.2%	-19.6	-0.1%	-3.8%	-2.3%	-6.2
Cc1ccsc1C(=O)C1CCCN(Cc2ccc(-n3cccn3)cc2)C1 (configuration not stated)	i	-62.7*	2.8%	-13.9	1.2%	-17.5%	-1.4%	-7.7
CC(CN1CCOCC1)OC(=O)Cc1ccccc1 (configuration not stated)	i	-26.3	5.7%	-10.4	-0.3%	-21.1%	7.2%	3.8
O=Cc1cn(Cc2ccc(F)cc2)c2ccccc12	i	12.1	1.9%	11.8	1.1%[15.4 µM]	-32.7%[inhibitor]	-11.4%	1.3
CCCNC(=O)NC(=O)COc1ccc(-c2ccc(C#N)cc2)cc1	i	-10.2	2.6%	3.8	-9.0%	?	8.5%	-3.3
COc1ccc(N=Nc2c(O)[nH]c(=S)[nH]c2=O)cc1	i	?	-5.6%	-4.5	-1.7%	i	-1.2%	-2.1
CN(C)Cc1c[nH]c2ccc([N+](=O)[O-])cc12	i	-3.5	5.3%	-28.8	.	i	12.2%	-1.3
C/C(=N\Nc1ccccc1)c1c(O)[nH]c(=O)[nH]c1=O	i	-10.8	5.9%	-2.2	1.1%	i	8.0%	-1.2
O=C(Nc1ccc(F)cc1F)c1cccnc1Oc1cccc(C(F)(F)F)c1	i	-11.3	-18.3%	2.2	0.4%	-24.6%	9.2%	0.0
Cc1cc(C=C2C(=O)NC(=O)NC2=O)c(C)n1-c1ccncc1	i	-2.1	-6.3%	6.6	1.1%	i	-1.3%	-2.3
Cc1ccc(OC(=O)N(C)C[C@H]2OCc3cnnn3CCCC(=O)N([C@H](C)CO)C[C@@H]2C)cc1	i	-7.4	0.2%	-2.7	.	-15.7%	0.0%	-1.9
Cc1ccc2occ(CN3CC4CC(C3)c3cccc(=O)n3C4)c(=O)c2c1 (configuration not stated)	i	9.1	-2.1%	5.5	0.6%	-30.1%[inhibitor][57.5 µM]	6.0%	3.4
C=CCn1c(O)c(C(C)=Nc2ccc(C(=O)O)cc2)c(=O)[nH]c1=O	i	-17.1	14.1%	1.9	1.1%	i	0.8%	-1.6
CCCCn1c(O)c(/C=C/C=Nc2ccccc2)c(=O)[nH]c1=O	i	-2.8	-4.7%	4.0	-1.4%	-2.0%	36.2%[activator]	2.3
Cc1ccc2c(c1)C1CN(C)CCC1N2C(=O)/C=C/c1ccc2c(c1)OCO2 (configuration not stated)	i	-7.4	2.4%	6.6	-6.1%	i	4.5%	2.1
Cn1c(O)c(C(=Nc2ccc(F)cc2)c2ccccc2)c(=O)n(C)c1=O	i	-8.9	-0.9%	-4.7	-1.0%	-70.4%[inhibitor]	13.4%	0.5

Single entries from the list.
CNS(=O)(=O)c1ccc(N=Cc2c(O)n(-c3ccc(C)cc3)c(=O)[nH]c2=O)cc1 in CCT modulator → 0.5
O=[N+]([O-])c1ccc(N2CCOCC2)c2ccncc12 in EPAC2 ag → -2.0%

From PubChem BioAssay
